HEK293 tox: kills HEK 293 cells; HEK 293 viability, ATP luminescence (CellTiter-Glo), 48-72 h; Potency, µM (highest dose often 115 µM), for inactives: top-dose activity change, negative = cytotoxicity, hits mostly inhibitors; 6.6% of 94,000 active; AID 1345083; note: potency is the fitted concentration of half-maximal effect; nearly all actives have a fitted effect of over 60% in size
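Luminescence from cellular ATP, measured with CellTiter-Glo, indicates HEK 293 viability. Cells plated at 250 cells/well are treated with compound for 48 or 72 hr at 37 degree Celsius before reagent addition.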
SNCA viab count: reduces viability of HEK-293 SNCA reporter cells; HEK-293-SNCA-luc viability, GF-AFC fluorescence, 24 h; Potency, µM (doses to about 57.1 µM), for inactives: at the top dose activity change, negative = cytotoxicity, actives largely listed as cytotoxic; 0.12% of 150,000 active; AID 1671193;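 note: potency is the fitted concentration of half-maximal effect; 0% = DMSO-treated cells and -100% = medium-only wells without cells; nearly all actives have a fitted effect of over 30% in size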
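Cytotoxicity counterscreen: after 24 h compound treatment of genome-edited SNCA-luciferase HEK-293 cells, live-cell protease substrate GF-AFC read by fluorescence after 30 min; activity scaled between DMSO (0%) and medium-only (-100%), curves Hill-fitted.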
3T3 cytotox: NIH 3T3 cell cytotoxicity; NIH 3T3 viability, CellTiter-Glo ATP luminescence, 48-72 h; Potency, µM (titrated, usually from 96.7 µM), for the others: at the top dose activity change, negative = cytotoxicity, hits mostly inhibitors; 4.3% of 94,000 active; AID 1345082; note: potency is the fitted concentration of half-maximal effect; nearly all actives have a fitted effect of over 55% in size
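ATP-dependent luminescence (CellTiter-Glo) served as the viability signal for NIH 3T3 cells treated with compound for 48 or 72 hr at 37 °C.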
IP6K1 inh: blocks human inositol hexakisphosphate kinase 1; activity change, % (series mostly up to about 58 µM); 0.81% of 140,000 active; IP6K1 kinase, ADP-Glo luminescence, 2 h; hits give low values; Q92551; in the data active = activity change below about -25%
Target sequence (Q92551 whole entry, looked up): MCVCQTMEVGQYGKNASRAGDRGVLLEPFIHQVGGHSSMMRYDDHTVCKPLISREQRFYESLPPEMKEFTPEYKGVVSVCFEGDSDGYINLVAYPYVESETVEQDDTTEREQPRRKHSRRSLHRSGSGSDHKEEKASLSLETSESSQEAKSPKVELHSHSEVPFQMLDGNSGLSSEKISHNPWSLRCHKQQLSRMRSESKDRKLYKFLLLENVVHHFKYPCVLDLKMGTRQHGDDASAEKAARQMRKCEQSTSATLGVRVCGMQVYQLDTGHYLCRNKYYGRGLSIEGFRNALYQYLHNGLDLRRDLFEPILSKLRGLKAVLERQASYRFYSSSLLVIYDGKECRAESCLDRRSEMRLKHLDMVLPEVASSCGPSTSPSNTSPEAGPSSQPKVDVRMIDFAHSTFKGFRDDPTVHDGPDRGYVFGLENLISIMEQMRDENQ
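ADP-Glo luminescence measures ADP made by human IP6K1 during a 2 h RT reaction with ATP/IP6 (mix at 1.3 mM/130 uM); top library doses 57.5 and 19.1 uM final.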
GPT2 inhibitor: GPT2 alanine aminotransferase inhibition; Q8TD30; Recombinant GPT2, coupled pyruvate oxidase/HRP Amplex Red fluorescence; Potency, µM (doses to about 57.7 µM), for inactives: at the highest dose activity change, negative = inhibition, most hits filed as inhibitors; 0.25% of 100,000 active; AID 1671188; note: potency is the fitted concentration of half-maximal effect; nearly all actives have a fitted effect of over 60% in size; many of its hits are not listed in these tables
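Fluorescence read-out: pyruvate from GPT2 turnover coupled to pyruvate oxidase, HRP and Amplex Red (0.2mM ThPP, 0.2U/mL PO and HRP, 50uM Amplex final). Substrates 250uM a-KG, 2mM L-alanine; enzyme 10ng/uL; 30 min RT.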
SNCA expr inhib: inhibitors of alpha-synuclein (SNCA) gene expression | Potency, µM (doses to about 57.2 µM), for the others: top-dose activity change, negative = inhibition, most hits filed as inhibitors | 0.17% of 140,000 active | HEK-293 SNCA-luciferase knock-in, luminescence, 24 h;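 note: potency is the fitted concentration of half-maximal effect; plate controls were DMSO cells for no effect and cell-free wells for full effect; nearly all actives have a fitted effect of over 45% in size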
Luciferase inh: blocks purified firefly luciferase enzyme activity | Potency, µM (top dose mostly 115 µM), for inactives: top-dose activity change, negative = inhibition, actives largely listed as inhibitors | 2.5% of 76,000 active | P08659 | purified P. pyralis luciferase, luminescence, biochemical; note: potency is the fitted concentration of half-maximal effect; nearly all actives have a fitted effect of over 65% in size
Target sequence (P08659 whole entry, looked up): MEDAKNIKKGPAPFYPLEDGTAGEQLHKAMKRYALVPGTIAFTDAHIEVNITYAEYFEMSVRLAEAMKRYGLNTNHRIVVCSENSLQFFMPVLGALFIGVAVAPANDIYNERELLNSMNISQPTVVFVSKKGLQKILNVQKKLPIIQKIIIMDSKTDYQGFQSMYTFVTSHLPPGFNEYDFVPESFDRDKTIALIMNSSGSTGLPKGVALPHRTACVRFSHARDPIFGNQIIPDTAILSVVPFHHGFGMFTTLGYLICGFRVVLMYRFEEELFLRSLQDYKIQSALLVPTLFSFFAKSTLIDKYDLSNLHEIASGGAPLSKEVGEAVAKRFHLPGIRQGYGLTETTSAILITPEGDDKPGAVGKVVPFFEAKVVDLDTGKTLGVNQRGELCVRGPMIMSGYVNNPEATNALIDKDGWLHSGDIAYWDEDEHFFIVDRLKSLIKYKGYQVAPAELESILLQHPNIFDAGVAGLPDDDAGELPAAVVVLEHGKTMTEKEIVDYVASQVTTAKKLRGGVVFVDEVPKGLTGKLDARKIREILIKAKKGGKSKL
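Inhibitors were tested against purified firefly luciferase in a biochemical, low-substrate format (both substrates at 10uM) and luminescence measured with a CCD imager.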
* = called active by the depositor; i = inactive; ? = inconclusive; . = no result given; & = joins results of further samples; ! = repeats disagree; [ ] = another dose, or the depositor's remark. Unless noted, calls come from the whole dose curve; as a rule, active = well fitted curve in the direction sought with a large enough effect; inconclusive = small, poorly fitted or top-dose-only effect, or another doubt; inactive = no such curve, though single readings can be large; an effect the other way counts as inactive or inconclusive. Unless noted, % is set by controls: 0 for no effect and ±100 for the full control effect.

Value order – HEK293 tox	SNCA viab count	3T3 cytotox	IP6K1 inh	GPT2 inhibitor	SNCA expr inhib	Luciferase inh
1	CN1C(=O)CN(Cc2ccccc2C#N)C(=O)c2ccccc21
 : -15%	-3%	-6%	-7	i	-2%	-1%
2	CCOc1nc2cccc(C(=O)OCc3oc(=O)oc3C)c2n1Cc1ccc(-c2ccccc2-c2noc(O)n2)cc1
 : .	3%	.	11	-14%	.	.
3	CCOc1ccccc1NC(=O)N1CCCC(c2noc(COc3ccccc3)n2)C1 (centres undefined)
 : ?	-1%[12.5 µM]	?	-4	i	-21%	-21%
4	CN1C(=O)CCC2(CNC(=O)CCc3nc4ccccc4[nH]3)CCC=C12 (centres undefined)
 : -9%	-2%	-9%	-4	i	-5%	3%
5	CCOC(=O)c1cccc(NC(=O)Cn2c(=O)nc(-c3ccccc3)c3ccccc32)c1
 : .	-4%	.	-1	.	-5%	.
6	Cc1ccc(N2CCn3c2nc2c3c(=O)n(C/C=C/c3ccccc3)c(=O)n2C)cc1C
 : .	-4%	.	1	.	1%	.
7	CCN1CCN(C(=O)N[C@@H](C(=O)N[C@@H]2C(=O)N3[C@@H]2SC(C)(C)[C@H]3C(=O)O)c2ccccc2)C(=O)C1=O
 : .	-8%[23.9 µM]	.	34	-6%	-26%[25.6 µM]	.
8	Cc1ccc(C(=O)N2CCC3(CC2)CC(c2cccc(C(F)(F)F)c2)=NO3)cc1
 : 45µM*!	-2%	?	9&1	?	-24%	9%
9	Cc1c(F)cc(C(=O)NC2CC2)cc1-c1c(F)cn2c(C(C)(C)C)nnc2c1F
 : .	3%	.	-17	i	.	.
10	CCCCCC(=O)N1C[C@@H](C(=O)OCC)[C@@H]2Oc3c(C)cccc3[C@@H]21
 : -31%	.	?	18	.	.	.
11	COc1ccc(CCC2CCCN(S(=O)(=O)N(C)C)C2)cc1 (centres undefined)
 : ?	-2%	?	5	2%	33%[activator]	-6%
12	CC(=O)c1cc(C(=O)NC2CCCN(c3nc4ccccc4s3)C2)[nH]n1 (centres undefined)
 : ?	-4%	-26%	9	-2%	4%	-18%
13	Cc1nc(-c2c3n(c(=O)n(CC(=O)Nc4ccc(Cl)cc4F)c2=O)CCCCC3)no1
 : 2%	6%	-30%	39	0%	5%	0%
14	CCC(=O)N1CCC(Oc2ncccc2C(=O)N(C)C)C1 (centres undefined)
 : 5%	3%	1%	19	i	18%	1%
15	COc1ccc([C@H]2C[C@@H](O)[C@@H](O)[C@@H]2NC(=O)Cc2ccc(Cl)cc2)cc1
 : -19%[172 µM]	7%[87.6 µM]	-19%[138 µM]	5	i	-11%[87.6 µM]	-3%[172 µM]
16	CCN(Cc1ccccc1)C(=O)Nc1ccc2c(c1)N(C)C(=O)c1ccccc1S2
 : .	-1%	.	-2	.	-16%	.
17	Cc1ccc(N2CCN(c3ncncc3-c3nc(-c4ccccc4)no3)CC2)cc1
 : -16%	20%	1%	1	i	14%	-24%
18	COC(=O)[C@@H]1Cc2ncn(C(C)C)c2CN1S(=O)(=O)c1ccc([N+](=O)[O-])cc1
 : -1%[172 µM]	-8%[87.6 µM]	0%[174 µM]	18	-3%[88.5 µM]	5%[87.6 µM]	1%[172 µM]
19	O=C(Cn1cccc1-c1nc(-c2ccccc2)no1)Nc1cc(F)ccc1Cl
 : 3%	2%	i	3	i	-21%	-6%
20	O=C1CCC2(CNC(=O)C3CC3)CCCC=C2N1 (centres undefined)
 : -1%	7%	-9%	-2	-4%	-8%	0%

From no. 1 as far as 9, as listed above:
Value order – HEK293 tox	SNCA viab count	3T3 cytotox	IP6K1 inh	GPT2 inhibitor	SNCA expr inhib	Luciferase inh
1	CN1C(=O)CN(Cc2ccccc2C#N)C(=O)c2ccccc21
 : -15%	-3%	-6%	-7	i	-2%	-1%
2	CCOc1nc2cccc(C(=O)OCc3oc(=O)oc3C)c2n1Cc1ccc(-c2ccccc2-c2noc(O)n2)cc1
 : .	3%	.	11	-14%	.	.
3	CCOc1ccccc1NC(=O)N1CCCC(c2noc(COc3ccccc3)n2)C1 (centres undefined)
 : ?	-1%[12.5 µM]	?	-4	i	-21%	-21%
4	CN1C(=O)CCC2(CNC(=O)CCc3nc4ccccc4[nH]3)CCC=C12 (centres undefined)
 : -9%	-2%	-9%	-4	i	-5%	3%
5	CCOC(=O)c1cccc(NC(=O)Cn2c(=O)nc(-c3ccccc3)c3ccccc32)c1
 : .	-4%	.	-1	.	-5%	.
6	Cc1ccc(N2CCn3c2nc2c3c(=O)n(C/C=C/c3ccccc3)c(=O)n2C)cc1C
 : .	-4%	.	1	.	1%	.
7	CCN1CCN(C(=O)N[C@@H](C(=O)N[C@@H]2C(=O)N3[C@@H]2SC(C)(C)[C@H]3C(=O)O)c2ccccc2)C(=O)C1=O
 : .	-8%[23.9 µM]	.	34	-6%	-26%[25.6 µM]	.
8	Cc1ccc(C(=O)N2CCC3(CC2)CC(c2cccc(C(F)(F)F)c2)=NO3)cc1
 : 45µM*!	-2%	?	9&1	?	-24%	9%
9	Cc1c(F)cc(C(=O)NC2CC2)cc1-c1c(F)cn2c(C(C)(C)C)nnc2c1F
 : .	3%	.	-17	i	.	.

Other records follow.
Value order – HEK293 tox	SNCA viab count	3T3 cytotox	IP6K1 inh	GPT2 inhibitor	SNCA expr inhib	Luciferase inh
21	COc1ccc(-c2cc(C(=O)Oc3cccc(C)c3)c3cc(C)ccc3n2)cc1
 : .	11%	.	-30*	.	-5%	.
22	CNC(=O)c1cc(C2CC2)nc2onc(C3CCN(C(=O)COC)C3)c12 (centres undefined)
 : 2%[172 µM]	.	3%[138 µM]	-10	.	.	.
23	O=C(NCc1ccccc1)c1ccc2nnc(-c3cccc(C(F)(F)F)c3)n2c1
 : 35µM*	-29%	?	-4	i	?	.
24	COc1cc(OC)cc(C(=O)N2CCCN(S(C)(=O)=O)c3ccccc32)c1
 : ?	3%	-12%	-1	i	-17%	11%
25	O=c1oc2ccccc2cc1-c1cn2cc(Cc3ccc(Br)cc3)sc2n1
 : .	8%	.	-7	.	6%	.
26	COc1cccc(CCC(=O)N2CCC3(CC2)N(c2ccccc2)C(=O)CS3(=O)=O)c1
 : -23%	4%	?	-6	-2%	12%	-3%
27	COc1ccc(NC(=O)Cn2c(=O)n(CCc3ccccc3)c(=O)c3c4c(sc32)CCCC4)cc1
 : .	1%	.	-14	.	-10%	.
28	CCN(c1ccc(C)cc1C)S(=O)(=O)c1nnc(NC(=O)c2ccccc2OC)s1
 : .	4%	.	-10	.	15%	.
29	CCN(CC)C(=O)[C@@H]1CCC[C@@H](NS(C)(=O)=O)CN(C)C(=O)C1
 : -1%[172 µM]	14%[87.6 µM]	-11%[138 µM]	6	2%[88.5 µM]	?	-15%[172 µM]
30	CC1(C(=O)N2C[C@@H](Oc3ccccc3)C[C@H]2C(=O)NC2CC2)CCCCC1
 : -20%	5%	-16%	-1	-2%	27%	5%
31	COc1cccc(-c2noc(Nc3cc(OC)c(OC)c(OC)c3)n2)c1
 : 45µM*	?	?	-7	?	84%[activator]	?
32	Cc1ccc(CNC(=O)Cn2c(=O)n(Cc3ccccc3)c(=O)c3sc4ccccc4c32)cc1
 : .	-2%	.	7	.	-5%	.
33	CCc1nc2ccc(C(=O)NCc3ccc(N(C)C)cc3)cc2nc1CC
 : .	-1%	.	-26*	.	12%	.
34	Cc1ccc2c(c1)c(=O)c1ccccc1n2CCCC(=O)Nc1ccc(C)c(C)c1
 : .	?	.	-6	.	-14%	.
35	Cc1ccsc1[C@@H]1CCN(Cc2ccc(C#CC(C)(C)O)cc2)C[C@H]1O
 : ?	-7%	-33%	0	-21%	-3%	-28%
36	CC(C)c1nccn1CCCNC(=O)c1ccc(N2CCCC(CO)C2)nc1 (centres undefined)
 : -7%	12%	i	2	-1%	17%	-4%
37	COC(=O)c1cc2sc(Cl)cc2n1CC(=O)Nc1cc(OC)cc(OC)c1
 : .	5%	.	-6	.	-2%	.
38	Cc1nn(-c2ccccc2)c2c1C(C1CC1)N(C1CCN(Cc3ccc(F)cc3)CC1)C2=O (centres undefined)
 : 2%	.	-11%	3	.	.	.
39	Cc1ccc(C(=O)NC2CC(c3nnc(Cn4cccn4)n3C)C2)s1 (centres undefined)
 : -5%	12%	-7%	0	?	-17%	-8%
40	COC(=O)CSc1ncc2c(n1)-c1ccccc1N(Cc1ccc(Cl)cc1)S2(=O)=O
 : .	6%	.	33	.	-10%	.
41	COc1ccc(CCC(=O)N2[C@@H]3CC[C@H]2CC(NC(=O)c2ccncc2)C3)cc1 (some centres undefined)
 : -7%	-3%	-20%	22	-5%	14%	-4%
42	Cc1ccc(S(=O)(=O)c2c(O)cc(C)c(NS(=O)(=O)c3ccc(Br)cc3)c2C)cc1
 : .	-6%	.	-6	.	?	.
43	CCCC[C@@]1(C2CCCC2)Cc2cc(OCC(=O)O)c(Cl)c(Cl)c2C1=O
 : .	-2%	.	.	-2%	6%	.
44	COc1ccc(NC(=O)CN(c2cccc(C)c2C)S(=O)(=O)c2ccccc2)cc1OC
 : .	-21%	.	28	.	9%	.
45	COc1ccccc1-c1ccc(CN2CCC(NC(=O)c3ccccc3F)C2)cc1 (centres undefined)
 : ?	.	?	13	.	.	.
46	O=C1C(N2CCN(S(=O)(=O)c3cc(F)cc(F)c3)CC2)CCN1Cc1ccccn1 (centres undefined)
 : -25%	?	-15%	11	?	17%	-6%
47	CC(C)(C)c1coc([C@@H]2COCCN2Cc2ccccc2)n1
 : -11%[172 µM]	-4%[87.6 µM]	-16%[138 µM]	10	5%[88.5 µM]	-17%[87.6 µM]	-7%[172 µM]
48	CCN(Cc1ccccc1)C(=O)CN1C(=O)CSc2ccc(S(=O)(=O)N(CC)CC)cc21
 : .	4%	.	-3	.	-14%	.
49	COc1ccc(Cn2c(=O)c(C(=O)N3CCN([S+](=O)([O-])c4cccc(C(F)(F)F)c4)CC3)nc3cccnc32)cc1
 : -7%	-2%	-10%	3	-6%	4%	.
50	CN(C)c1ccc(/C=C(\C#N)c2nc3ccccc3c(=O)[nH]2)cc1
 : .	-1%	.	5	.	59%[activator]	.
51	CCCN(C(=O)c1cc(S(=O)(=O)N2CCc3ccccc32)cn1C)c1ccc(OCC)cc1
 : .	-5%	.	15	.	?	.
52	O[C@H]1[C@H](NCC2CC2)[C@@H](c2cncnc2)C[C@H]1O
 : i	1%[87.6 µM]	i	13	-10%[88.5 µM]	12%[87.6 µM]	2%[230 µM]
53	CN1CCCCCCN(S(=O)(=O)c2cccc(F)c2)[C@H]2CCC[C@H]2C1=O
 : -27%	0%	?	5	i	11%	11%
54	COc1ccc(NC(=O)c2cn3cc(-c4cccc(C(F)(F)F)c4)sc3n2)cc1
 : -29%	-1%	-25%	1	3%	12%	.
55	Cc1cc(C)n(CC(=O)N2CCC3(CC2)CC(N2CCN(C(C)C)CC2)CCO3)n1 (centres undefined)
 : 3%	7%	4%	-15	i	27%	-20%
56	CN1CC(=O)N(C2CNC2)Cc2c(NC3CC3)ncnc21
 : i	5%[87.6 µM]	i	-1	-17%[88.5 µM]	5%[87.6 µM]	.
